# Assay outcomes: PubChem, The Scripps Research Institute Molecular Screening Center
# CHO-K1 Ca PAM: nonselective calcium activators in parental CHO-K1 cells, primary screen, counter-screen for M1 PAM project, cell-based, Fluo-8 calcium fluorescence, full deck, 1536-well. activation, % at 3 µM. ATP EC20; 0% at ATP EC20, 100% at ATP max. actives 0.02% (n = 360,000). AID 602247, 2012;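 active means activation above the run cutoff, the mean activation of all test compounds plus 3 SD, cut at about 40% in these data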;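 further: peak over basal fluorescence ratio in a 140 s read after ATP addition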
# M4 PAM: human M4 muscarinic receptor positive allosteric modulators, primary screen, CHO-K1 cells, Fluo-8 calcium fluorescence. CHO-K1 hM4/Gqi5, ACh EC20; 0% = ACh EC20, 100% = maximal ACh. activation, % at 3 µM. actives 0.4% (n = 360,000);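 active means activation above its plate's cutoff, the mean activation of sample wells plus 3 SD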; further: some results filed as inactive read as strong as hits
# Target sequence (P08173 whole entry, looked up): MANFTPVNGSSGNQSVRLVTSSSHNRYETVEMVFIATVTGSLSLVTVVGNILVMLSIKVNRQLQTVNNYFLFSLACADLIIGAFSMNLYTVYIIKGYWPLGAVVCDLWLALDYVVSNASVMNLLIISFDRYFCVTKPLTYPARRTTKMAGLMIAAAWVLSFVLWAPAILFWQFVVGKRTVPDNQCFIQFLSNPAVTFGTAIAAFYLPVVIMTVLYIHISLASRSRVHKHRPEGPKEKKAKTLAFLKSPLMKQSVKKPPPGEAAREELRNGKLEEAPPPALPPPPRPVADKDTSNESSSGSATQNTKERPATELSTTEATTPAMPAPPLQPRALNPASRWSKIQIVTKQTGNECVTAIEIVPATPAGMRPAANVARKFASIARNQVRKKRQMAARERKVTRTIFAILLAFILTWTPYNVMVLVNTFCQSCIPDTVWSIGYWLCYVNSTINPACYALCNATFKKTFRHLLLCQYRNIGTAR
# M5 PAM: human M5 muscarinic receptor positive allosteric modulators, primary screen, CHO-K1 cells, Fluo-8 calcium fluorescence; Muscarinic acetylcholine receptor M5 (Homo sapiens), P08912; CHO-K1 hM5, ACh EC20 PAM; 0% = ACh EC20, 100% = ACh EC100; activation, % at 3 µM; actives 0.3% (n = 360,000); AID 624038, 2012;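 active means activation above the run cutoff, the mean activation of all test compounds plus 3 SD, cut at about 18% in these data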
# Target sequence (P08912 whole entry, looked up): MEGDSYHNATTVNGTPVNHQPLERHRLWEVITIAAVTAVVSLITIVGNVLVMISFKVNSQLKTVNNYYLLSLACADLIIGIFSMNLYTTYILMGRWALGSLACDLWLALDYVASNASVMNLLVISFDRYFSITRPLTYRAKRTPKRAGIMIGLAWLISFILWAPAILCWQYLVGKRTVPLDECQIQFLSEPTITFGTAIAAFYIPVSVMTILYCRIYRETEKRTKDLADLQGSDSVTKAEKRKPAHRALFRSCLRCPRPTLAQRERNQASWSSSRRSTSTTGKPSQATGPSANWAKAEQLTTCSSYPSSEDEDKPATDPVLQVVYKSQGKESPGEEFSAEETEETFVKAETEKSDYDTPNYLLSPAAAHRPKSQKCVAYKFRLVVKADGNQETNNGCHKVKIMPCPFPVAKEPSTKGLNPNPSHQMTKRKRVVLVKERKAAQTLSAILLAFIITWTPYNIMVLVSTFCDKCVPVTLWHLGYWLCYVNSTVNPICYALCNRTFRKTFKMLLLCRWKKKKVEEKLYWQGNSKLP
#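 Measured by: Fluo-8 calcium fluorescence; material: human M5 receptor in CHO-K1 cells; schedule: Post-acetylcholine fluorescence recording 140 s; benchmarks: low control EC20 acetylcholine (0%), high control EC100 acetylcholine (100%); read-out: Max/basal fluorescence ratio as % of EC20–EC100 ACh window; compound: single dose, 3 µM nominal final test concentration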
# M1 ag parental: counter-screen for M1 agonists: effect in parental CHO-K1 cells. activation, % at 3 µM. actives 0.48% (n = 360,000). Fluo-8 calcium fluorescence; scaled to maximal ATP response, vehicle zero. AID 602248, 2012; in the data active means activation above about 15%;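 further: untransfected CHO-K1 host cells lacking M1 receptor as counterscreen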
# M5 antag: human M5 muscarinic receptor antagonists, primary screen, CHO cells, Fluo-8 calcium fluorescence; Muscarinic acetylcholine receptor M5 (Homo sapiens), P08912; CHO-hM5 cells, ACh EC80; inhibition, % at 3 µM; actives 0.59% (n = 360,000);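 active means inhibition above a per-plate cutoff, the mean of that plate's test compounds plus 3 SD, cut at about 27% in these data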;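 further: 0% = acetylcholine EC80 with DMSO and 100% = DMSO without agonist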
# CHO-K1 Ca antag: counter-screen for M1 antagonists: effect in parental CHO-K1 cells. actives 0.6% (n = 360,000). ATP-induced calcium, Fluo-8 fluorescence. inhibition, % at 3 µM. AID 602250;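 active means inhibition above a per-plate cutoff, the plate's mean sample inhibition plus 3 SD, cut at about 24% in these data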;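 further: 0% = DMSO plus EC80 ATP and 100% = DMSO alone without ATP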
# M4 antag: human M4 muscarinic receptor antagonists, primary screen, CHO cells, Fluo-8 calcium fluorescence; inhibition, % at 3 µM; AID 624125, 2012; Muscarinic acetylcholine receptor M4 (Homo sapiens), P08173; actives 0.73% (n = 360,000); CHO-hM4 cells, ACh EC80;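 active means inhibition above its plate's cutoff, the mean inhibition of sample wells plus 3 SD, cut at about 27% in these data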;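 further: 0% = acetylcholine EC80 with DMSO and 100% = DMSO without agonist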
# M5 ag: human M5 muscarinic receptor agonists, primary screen, CHO-K1 cells, Fluo-8 calcium fluorescence | Muscarinic acetylcholine receptor M5 (Homo sapiens), P08912 | CHO-K1 hM5 cells; 0% DMSO wells, 100% maximal acetylcholine response | activation, % at 3 µM | actives 0.19% (n = 360,000) | AID 624037, 2012;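 active means activation above the run's mean over test compounds plus 3 SD, cut at about 23% in these data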;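 further: signal is peak over basal fluorescence ratio across the kinetic read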
# CHRM4 agonist: human M4 muscarinic receptor agonists, primary screen, CHO-K1 cells, Fluo-8 calcium fluorescence; Muscarinic acetylcholine receptor M4 (Homo sapiens), P08173; actives 0.14% (n = 360,000); CHO-K1 hM4/Gqi5; vehicle 0%, full acetylcholine response 100%; activation, % at 3 µM;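 active means activation above the run mean over all test wells plus 3 SD, cut at about 32% in these data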;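 further: peak over basal fluorescence ratio per well then scaled between controls; 0% = DMSO wells and 100% = acetylcholine at EC100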
# * hit, by the source's call; x = not tested or not shown.
SMILES,CHO-K1 Ca PAM,M4 PAM,M5 PAM,M1 ag parental,M5 antag,CHO-K1 Ca antag,M4 antag,M5 ag,CHRM4 agonist
COc1cccc(N2CCN(c3ccc(N4C(=O)CCC4=O)cc3[N+](=O)[O-])CC2)c1,-3,-15,-13,13,13,0,0,8,13
COc1ccc(CN2CCCC(C(=O)N3CCCCC3)C2)cc1OC (centres undefined),7,-1,-3,-0.1,6,-9,9,-7,0
COc1ccc(S(=O)(=O)N2CCOCC2)cc1NC(=O)c1cccc(Cl)c1,-5,-6,-6,6.5,-5,-1,-7,2,10
CC1(C)Oc2ccc(C(=O)N3CCc4ccccc43)cc2N(CC(=O)N2CCCC2)C1=O,21,-9,-24,1.6,2,-17,-4,-12,3
N=C1C(c2ccccc2)=C(O)CN1CCCO,-7,7,0,-0.4,-11,8,-2,-1,1
Cc1nnc(SC(C(=O)c2ccccc2)c2ccccc2)[nH]c1=O (centres undefined),-10,-8,-4,0.0,5,0,4,0,-1
CCCN(CCC)CCCNC(=O)c1cn(CC)c2ccc(S(=O)(=O)N(C)C3CCCCC3)cc2c1=O,5,-23,-3,-0.6,-4,-12,26,-12,0
Cc1noc(C)c1COC(=O)Cn1c(C)nc2ccccc21,2,3,4,1.4,4,1,1,-1,2
CC(NS(=O)(=O)c1cc2c3c(c1)CCN3C(=O)CC2)c1ccccc1 (centres undefined),-4,-3,4,1.2,-1,7,-4,0,2
O=C(O)C1(P(=O)(c2ccccc2)c2ccccc2)CCCC1,16,3,8,0.8,-8,-7,3,3,0
Cn1c(CO)c(-c2ccccc2)c2cc([N+](=O)[O-])ccc21,14,3,-2,-0.2,1,4,4,-11,-1
CCOC(=O)c1cc2c(nc1NC(=S)Nc1ccccc1)CC(C)(C)OC2,24,19,7,1.1,-9,-10,-10,-2,1
CN=C(Nc1ccc(C(=O)OC)cc1)SC1CC(=O)N(c2ccccc2F)C1=O (centres undefined),7,16,5,0.3,-2,-12,-3,0,1
Cc1cc(=O)oc(C)c1C(=O)N[C@@H](Cc1ccccc1)C(=O)O,0,7,6,0.2,-5,-3,-20,-3,1
CC1CCCCC1NC(=O)/C(C#N)=C/c1ccc(OCC(N)=O)cc1 (centres undefined),-3,5,0,0.7,-5,-3,-2,2,1
Cc1nnsc1S(=O)(=O)c1ccccc1,-8,-2,-12,0.0,5,11,2,-12,1
CC(C)CC1C(C#N)=C(N)Oc2n[nH]c(-c3cccs3)c21 (centres undefined),20,9,2,1.7,-14,-8,-9,-4,1
O=C(COC(=O)c1cn(-c2ccccc2)nc1-c1cccnc1)NC1CC1,-1,-3,1,0.2,6,-8,1,-1,2
O=C(Nc1ccccc1N1CCOCC1)c1cc(Br)c(Br)s1,10,-2,0,0.6,3,-10,1,3,2
CC[C@@]12C(=O)N(c3cccc(C)c3)C(=O)N1[C@H](c1ccc(OC)cc1)[C@@H]1C(=O)N(C(C)(C)C)C(=O)[C@@H]12,15,2,-5,-0.4,9,-20,1,-2,1
CCC(C(=O)NC1CCCCC1)n1c(SCc2ccc(F)cc2)nc2ccncc21 (centres undefined),1,-14,-10,0.6,4,-4,9,-3,4
Cc1cccc(C)c1NC(=O)C1(C)CSCC(=O)N1CC(F)(F)F (centres undefined),x,21,1,x,-2,x,2,0,2
Cc1c(CN(C)C(=O)/C=C/c2ccc([N+](=O)[O-])cc2)cnn1C,15,1,2,2.1,-2,-5,6,-4,2
Cn1c(SCC#N)nnc1-c1cnccn1,24,-3,-14,0.0,-4,-2,4,-7,1
O=C(NCc1ccncc1)Nc1ccc2c(c1)OCO2,2,-5,-3,-0.1,-6,8,-2,-1,1

# (continued)
SMILES,CHO-K1 Ca PAM,M4 PAM,M5 PAM,M1 ag parental,M5 antag,CHO-K1 Ca antag,M4 antag,M5 ag,CHRM4 agonist
O=C(Nc1ccccc1N1CCN(c2ccccc2)CC1)c1ccccc1,31,-4,-8,0.6,3,-28,-1,-5,1
O=C1CSC(c2ccc3c(c2)OCO3)N1c1ccc(Oc2ccccc2)cc1 (centres undefined),8,-8,-14,0.2,22,-4,-8,-4,-2
COc1ccc2nc3oc(C(=O)N4CCN(c5ccccc5F)CC4)cc3cc2c1,19,13,0,0.8,-7,-17,4,-1,1
COc1ccc(C2C(C(C)=O)=C(C)N=c3s/c(=C\c4ccc5c(c4)OCO5)c(=O)n32)c(OC)c1 (centres undefined),27,6,2,0.8,-8,-17,-9,-5,1
COc1ccc(CNC(=O)c2ccc(-c3ccccc3)cc2)cc1,-4,8,-1,0.6,4,-9,14,-2,0
COc1cc(N)ccc1-c1cc2ccccc2oc1=O,4,-3,1,0.0,-14,-4,0,0,0
CCC(C)C(=O)Nc1nc2c(s1)C(=O)CC(C)(C)C2 (centres undefined),7,-7,-1,-0.2,3,-1,0,1,0
COc1cc(CC(=O)NCc2ccc3c(c2)OCO3)cc(OC)c1OC,22,-1,-2,2.5,-4,-6,-1,1,1
O=C(c1ccc([N+](=O)[O-])s1)N1CCN(c2cccc(Cl)c2)CC1,-9,-21,-14,1.6,6,7,7,-3,3
O=C(OCc1nnc(-c2ccc(Cl)cc2)o1)c1ccncc1,-6,5,1,0.1,-1,-6,5,3,1
Cc1cc(NN)nc(NS(=O)(=O)c2ccccc2Cl)n1,5,-2,-3,7.0,-5,-7,-4,-4,-1
CCn1cc(/C=C2\SC(=O)N(CC(=O)Nc3ccc4c(c3)OCO4)C2=O)c2ccccc21,24,3,3,0.8,-2,-11,10,1,0
O=c1cc(-c2cccc(Cl)c2)oc2cccc(O)c12,8,0,-5,0.2,5,-8,-8,3,2
c1ccc(C2=NNC(c3ccco3)=Nc3ccccc32)cc1,9,1,2,-0.5,-1,-12,0,-1,0
CCN1CCN(C(C)CCc2ccccc2)CC1 (centres undefined),15,-3,-1,0.6,19,-17,-4,-15,0
O=C(c1cccnc1)N(Cc1ccccc1)C1(C(=O)Nc2ccccc2)CCCCC1,27,4,0,0.0,7,-15,1,-3,0
c1ccc2c(c1)OCC(c1nn3c(Cn4nnc5ccccc54)nnc3s1)O2 (centres undefined),-9,9,-4,2.5,4,10,3,6,5
O=C(O)CC(NC(=O)CC(c1ccccc1)c1ccccc1)c1cccc([N+](=O)[O-])c1 (centres undefined),2,-2,-6,1.0,7,-12,7,-1,4
CC(C)(C)c1nc(N)nc(=O)[nH]1,-21,3,0,0.3,15,5,4,0,0
O=C(CN(C(=O)CCC(=O)Nc1nccs1)C1CCCC1)NCc1ccc2c(c1)OCO2,20,3,-4,1.0,14,-10,-4,-2,3
Cc1cc(C)n(C(=O)Cn2nc([N+](=O)[O-])c(Br)c2C)n1,0,-1,-5,-0.1,16,-4,12,1,1
CC(=O)Nc1ccc(NC(=O)CSc2nnc(-c3ccc4c(c3)OCO4)o2)cc1,1,9,4,0.0,-9,-19,-30,-3,1
CCOCCN1CCN(c2c3c(nc4cc(-c5ccc(F)cc5)nn24)CCC3)CC1,14,-4,-2,0.1,0,0,-8,2,1
Cc1ccc(OCC(=O)OCC(=O)NC2CCCC2)cc1C,19,-1,-4,3.8,8,-10,-7,2,3
O=C(COC(=O)CCc1c[nH]c2ccccc12)Nc1ccccc1,12,-3,-2,2.1,5,-2,10,-2,2

# 3 entries picked at random from the list so far, as already listed:
SMILES,CHO-K1 Ca PAM,M4 PAM,M5 PAM,M1 ag parental,M5 antag,CHO-K1 Ca antag,M4 antag,M5 ag,CHRM4 agonist
Cc1cc(C)n(C(=O)Cn2nc([N+](=O)[O-])c(Br)c2C)n1,0,-1,-5,-0.1,16,-4,12,1,1
COc1cc(N)ccc1-c1cc2ccccc2oc1=O,4,-3,1,0.0,-14,-4,0,0,0
CC(=O)Nc1ccc(NC(=O)CSc2nnc(-c3ccc4c(c3)OCO4)o2)cc1,1,9,4,0.0,-9,-19,-30,-3,1

# Further records
SMILES,CHO-K1 Ca PAM,M4 PAM,M5 PAM,M1 ag parental,M5 antag,CHO-K1 Ca antag,M4 antag,M5 ag,CHRM4 agonist
CCOC(CCc1c(C)nc(NC(C)=O)[nH]c1=O)OCC,-16,0,-3,0.8,-1,-5,-2,-1,1
Cc1noc(NS(=O)(=O)c2ccc(NC(=O)C(C)(C)C)cc2)c1C,-4,-3,-2,0.0,3,-7,1,-1,1
CCn1c(SCC#N)nc2cc(S(=O)(=O)N3CCOCC3)ccc21,3,2,-1,1.2,5,1,6,-1,0
CC1(C(=O)NC(=S)NNC(=O)c2ccncc2)CCCCC1,1,-4,-12,28*,1,5,-14,9,44*
O=C(Nc1cccc(O)c1)C1CC(c2c(F)cccc2Cl)=NO1 (centres undefined),-6,4,-7,0.7,8,-6,4,-4,2
CCN(C1CCCCC1)S(=O)(=O)c1ccc(-n2cnnn2)c(C)c1,-14,-11,-2,1.8,12,-7,3,0,1
O=C(NCC(F)(F)F)C1C(=O)Nc2ccccc2C(=O)N1C1CCCC1 (centres undefined),x,-2,-4,x,3,x,-12,1,2
O=C(CCN1C(=O)/C(=C/c2cccs2)SC1=S)Nc1ccccc1O,-6,-7,-7,5.7,7,6,-4,3,16
CCc1ccc(N2CC(C(=O)OCc3nc4ccsc4c(=O)[nH]3)CC2=O)cc1 (centres undefined),25,10,12,-0.2,-11,-19,-14,-1,1
CCOC(=O)N1CCN(C(=O)CSCc2ccccc2Cl)CC1,17,4,1,0.9,2,-3,-5,-1,-1
C=CCn1c(COc2ccccc2F)nnc1SCC(=O)N1CC(=O)Nc2ccccc21,16,-3,3,1.2,-7,-8,-7,5,2
Cn1c(=O)c2c(nc(SCCCO)n2Cc2ccccc2Cl)n(C)c1=O,15,14,0,0.3,-3,1,1,-1,-1
O=S1(=O)C=C(SCc2ccc(Cl)c(Cl)c2)Nc2ccccc21,23,0,-8,4.7,5,-13,-1,3,13
CC1(C)CC(=O)C=C(c2ccc(OC(F)(F)F)cc2)C1,3,0,8,0.1,4,-6,2,2,1
Cc1ccccc1-n1c(Cn2c(=O)sc3ccccc32)nnc1SCC(=O)N1CCOCC1,27,6,1,0.6,-5,-13,-8,1,1
COCCCNC(=O)c1ccc(NS(C)(=O)=O)cc1,8,1,-4,0.2,1,-9,-16,-1,0
CC(=O)c1c(C)oc2ccc(O)c(CN3CCOCC3)c12,8,2,1,0.2,-3,5,7,-6,0
CC(=O)c1cc(CC=C(C)C)c(O)c(CC=C(C)C)c1O,16,-7,-11,0.1,-1,-7,-12,-4,0
CC(=O)O[C@@H]1[C@H]2[C@@H](C[C@@H](C)[C@@H]3CCC(=O)[C@@]13C)OC(=O)[C@@H]2C,13,2,6,0.7,4,-17,-3,1,1
O=C(NCCCn1ccnc1)c1cc(-c2ccncc2)nc2ccccc12,-13,-9,3,0.4,1,5,6,4,2
COc1ccc(NC(c2ccccc2)c2ccncc2)cc1 (centres undefined),1,-2,1,0.3,5,-11,2,-2,0
